STK33 inh – inhibitors of human STK33 kinase. Q9BYT3. purified STK33, MBP phosphorylation, ADP-Glo luminescence. inhibition, % at 10 µM. 320,000 tested, 0.073% active. AID 2661;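 active = inhibition at or above 25%, using the most active replicate where run in duplicate; inactive = inhibition below 25%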
Target sequence (Q9BYT3 whole entry, looked up): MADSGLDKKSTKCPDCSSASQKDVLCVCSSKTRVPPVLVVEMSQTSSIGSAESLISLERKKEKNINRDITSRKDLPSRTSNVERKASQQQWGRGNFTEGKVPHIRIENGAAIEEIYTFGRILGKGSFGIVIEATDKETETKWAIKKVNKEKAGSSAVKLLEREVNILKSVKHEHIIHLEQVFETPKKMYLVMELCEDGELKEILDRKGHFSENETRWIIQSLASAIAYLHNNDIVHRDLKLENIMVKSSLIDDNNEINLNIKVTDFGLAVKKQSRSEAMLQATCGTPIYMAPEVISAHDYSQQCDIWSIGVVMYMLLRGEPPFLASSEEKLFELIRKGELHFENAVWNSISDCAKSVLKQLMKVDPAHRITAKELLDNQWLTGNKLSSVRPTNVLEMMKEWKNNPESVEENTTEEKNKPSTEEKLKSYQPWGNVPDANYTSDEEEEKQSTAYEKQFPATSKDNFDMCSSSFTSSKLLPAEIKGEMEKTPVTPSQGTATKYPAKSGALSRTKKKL
OX1R antag – blocks the human orexin 1 receptor | 330,000 tested, 1.8% active | AID 485270 | OX1R-expressing cells, FRET antagonist read-out | O43613 | inhibition, % at 6.6 µM; in the data active = inhibition mostly above about 38%, no sharp cut-off; inactive = mostly below about 40%;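 note: 0% = agonist challenge alone and 100% = reference antagonist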
Target sequence (O43613 whole entry, looked up): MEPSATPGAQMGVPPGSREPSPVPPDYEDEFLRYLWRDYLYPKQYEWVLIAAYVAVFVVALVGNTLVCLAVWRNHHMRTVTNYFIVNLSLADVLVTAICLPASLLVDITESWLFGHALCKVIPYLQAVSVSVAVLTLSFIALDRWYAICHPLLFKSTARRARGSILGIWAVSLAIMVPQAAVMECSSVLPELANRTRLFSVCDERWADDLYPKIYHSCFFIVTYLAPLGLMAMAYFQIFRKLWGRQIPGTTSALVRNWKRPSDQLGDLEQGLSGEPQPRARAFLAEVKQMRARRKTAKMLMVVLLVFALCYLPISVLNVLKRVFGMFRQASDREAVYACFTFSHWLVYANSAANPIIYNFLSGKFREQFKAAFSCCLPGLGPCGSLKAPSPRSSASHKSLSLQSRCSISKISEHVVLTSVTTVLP
Numbers without * were called inactive; . = not tested or not shown.

SMILES | STK33 inh | OX1R antag
COc1ccc(S(=O)(=O)N(CC(=O)NN=C2CCN(C)CC2)c2cc(Cl)ccc2OC)cc1OC | -0.9 | 16
O=C(CSc1ccc2nnc(-c3cccnc3)n2n1)c1ccccc1 | -0.4 | 16
COc1ccc(/C(O)=C2/C(=O)C(=O)N(c3ccccn3)C2c2ccc(F)cc2)cc1 (stereo not drawn) | -1.1 | .
CCCC(=O)N1CCN(c2ccc(NC(=O)c3ccc(N4CCCC4)c([N+](=O)[O-])c3)cc2Cl)CC1 | -0.4 | 7
Cn1cc(CCC(=O)NCc2cccc(Cl)c2)c2ccccc21 | -1.0 | 7
O=C1NC(c2ccccc2)C(C(=O)c2cccs2)C(O)(C(F)(F)F)N1 (stereo not drawn) | 0.3 | 14
c1ccc(N2CCN(CCc3nnc4n3CCCCC4)CC2)cc1 | -1.6 | 1
COc1cccc(Oc2coc3c(CN4CCOCC4)c(O)ccc3c2=O)c1 | 0.5 | 15
Cc1ccsc1/C=N/NC(=O)C1C(=O)NCC1c1ccccc1 (stereo not drawn) | 0.8 | 12
COc1ccc(N2CCN(C(=O)c3nn(C)c4c3CS(=O)(=O)c3ccccc3-4)CC2)cc1 | 2.3 | 6
COc1ccc(/C=C/C(=O)NC(=S)N2CCN(C)CC2)cc1 | 0.4 | 4
COc1ccc(S(=O)(=O)Nc2ccc3c(c2)C(=O)N([C@H](C)CO)C[C@H](C)[C@@H](CN(C)S(=O)(=O)c2cccs2)O3)cc1 | 0.7 | 5
O=C(Nc1ccc(F)cc1)c1cn(-c2ccccc2)nc1-c1ccncc1 | -3.3 | 14
Cc1cc(NC(=O)c2ccc(Br)c(S(=O)(=O)N3CCCC3)c2)no1 | 0.7 | 17
CCOc1ccc(N=C2NC(=O)S/C2=C\c2ccc(OC)cc2)cc1 | 1.6 | 23
Cn1cnnc1Sc1ccc(S(C)(=O)=O)cc1[N+](=O)[O-] | -0.9 | 96*
Cc1cc(C)cc(NS(=O)(=O)c2ccc3[nH]c(=O)[nH]c3c2)c1 | -4.5 | 15
Cc1nc2ccccc2n1C1CC(=O)N(Cc2ccccc2)C1=O (stereo not drawn) | -0.1 | 20
O=C(NCc1ccncc1)Nc1ccccc1 | -1.6 | 0
O=C(Nc1ccccc1)OCc1cc(-c2ccc(Cl)cc2)on1 | -0.5 | 35
O=P(CCC(F)(F)F)(CCC(F)(F)F)CCC(F)(F)F | -1.3 | 29
O=C(Nc1ccccc1)c1ccc(-n2cnnn2)cc1 | -0.4 | 13
COCC(=O)N1CCCC(C(=O)c2ccc(C(F)(F)F)cc2)C1 (stereo not drawn) | -0.5 | 15
O=[N+]([O-])c1cccc(CSc2ncnc3ccccc23)c1 | 0.7 | 19
O=C(COC(=O)c1cc(Cl)nc2ccccc12)c1ccc(Cl)cc1 | -0.8 | -4

The final 3 entries of the part above lead into the next:
SMILES | STK33 inh | OX1R antag
COCC(=O)N1CCCC(C(=O)c2ccc(C(F)(F)F)cc2)C1 (stereo not drawn) | -0.5 | 15
O=[N+]([O-])c1cccc(CSc2ncnc3ccccc23)c1 | 0.7 | 19
O=C(COC(=O)c1cc(Cl)nc2ccccc12)c1ccc(Cl)cc1 | -0.8 | -4
COc1ccc(C(=O)O)nc1C | -0.1 | 7
CN(c1ccccc1)C1CCCCC1NS(=O)(=O)c1ccc(Cl)cc1 (stereo not drawn) | -0.9 | 6
CC(=O)c1sc(NC(=O)c2cc(S(=O)(=O)N3CCOCC3)ccc2F)nc1C | 0.5 | 3
COc1cc(Br)cc(CN2CCN(C=O)CC2)c1O | -3.2 | 10
O=C(NC1CCSc2ccccc21)c1ccccc1F (stereo not drawn) | -1.0 | 17
Cc1cc(=O)n2c(n1)NC(Nc1cccc(C)c1C)=NC2c1ccccc1 (stereo not drawn) | 0.2 | 13
Cn1c(=O)c2c(nc(SCCNS(=O)(=O)c3ccccc3)n2C)n(C)c1=O | -1.0 | 12
CCC(=O)Nc1ccc(Oc2ccc(NC(=O)CC)c(NC(=O)CC)c2)cc1 | -1.2 | 0
COC(=O)c1ccc(OC)c(CSc2nnc(COc3cccc(C)c3)o2)c1 | -1.5 | 16
O=C(COc1ccccc1)Nc1ccc(-c2ccc(N3CCOCC3)nn2)cc1 | -1.7 | 19
Cc1ccccc1OCCn1cc(/C=C(\C#N)C(=O)NCc2ccco2)c2ccccc21 | -0.6 | 12
O=C1NCCOC(=O)[C@H](Cc2ccc(F)cc2)C/C=C\C[C@@H]1CC(=O)N(CCO)Cc1ccccc1 | -0.2 | 6
O=C1CC(c2ccco2)CC2=C1C(c1ccccc1)n1nc(C(F)(F)F)nc1N2 (stereo not drawn) | 0.6 | 32
C=CCn1c(COc2ccc(Cl)cc2)nnc1SCC(=O)NCC(=O)OCC | . | 19
Cc1cnc(C(=O)Nc2cc(F)ccc2C)cn1 | -0.3 | 3
CCOC(=O)CSc1nc(C(C)(C)C)cc(C(F)(F)F)c1C#N | -3.5 | 1
CCOC(=O)/C(C#N)=C/Nc1ccccc1NS(=O)(=O)c1cccc(C(C)=O)c1 | -1.2 | 13
CN(C)c1ccc(CNCCC(Cc2ccccc2)c2ccco2)cc1 (stereo not drawn) | -1.6 | 4
CC(Sc1nnc(-c2ccncc2)n1C)C(=O)NCC1CCCO1 (stereo not drawn) | -1.0 | 15
COCc1ccc(CN2CCc3c([nH]c4ccccc34)C2C(C)(C)C)o1 (stereo not drawn) | -0.8 | 19
CCCCCCCN1C2=NCCCN2c2ccccc21 | 0.2 | 19
CCOc1ncccc1C(=O)OCc1ccc([N+](=O)[O-])cc1 | -0.2 | 14
O=C(CCc1ccccc1)Nc1cccnc1Cl | -2.4 | 11
O=C(CCn1ccc2ccccc21)Nc1ccc(N2CCOCC2)cc1 | -3.0 | 5
CCCC(C)NC(=O)COc1ccc(S(=O)(=O)N2CCCC2)cc1 (stereo not drawn) | -1.8 | 12

Copied from the list.
Value for Cc1ccccc1OCCn1cc(/C=C(\C#N)C(=O)NCc2ccco2)c2ccccc21 in STK33 inh: -0.6
Value for O=C(NC1CCSc2ccccc21)c1ccccc1F (stereo not drawn) in STK33 inh: -1.0
Value for CCC(=O)Nc1ccc(Oc2ccc(NC(=O)CC)c(NC(=O)CC)c2)cc1 in OX1R antag: 0
Value for O=C1NCCOC(=O)[C@H](Cc2ccc(F)cc2)C/C=C\C[C@@H]1CC(=O)N(CCO)Cc1ccccc1 in OX1R antag: 6
Value for Cn1c(=O)c2c(nc(SCCNS(=O)(=O)c3ccccc3)n2C)n(C)c1=O in STK33 inh: -1.0

Additional records follow.
SMILES | STK33 inh | OX1R antag
O=c1c2c(nc3c(-c4ccccc4)c[nH]n13)CCC2 | -0.2 | 34
COc1ccccc1OC(C)C(=O)Nc1ccccc1C(=O)NCc1cccnc1 (stereo not drawn) | -0.9 | 22
O=c1c2cnn(-c3ccccc3)c2ncn1Cc1ccccc1F | -0.7 | 11
Cc1c(C(=O)OCc2nc3ccsc3c(=O)[nH]2)oc2ccccc12 | 0.4 | 49*
CC(=O)c1ccc2cccc3c2c1N=CN3C | -1.0 | 32
Cc1cc(C)n2nc(C(=O)N3CCN(c4ccc([N+](=O)[O-])cc4)CC3)nc2n1 | -0.3 | 28
CC(=O)c1ccc(N/C=C/C(=O)c2ccc(Br)cc2)cc1 | -0.2 | 16
CCC(=O)c1c(NC(C)C)cc(C)oc1=O | -0.9 | 14
O=C(C[n+]1cccc2ccccc21)c1ccc(Cl)cc1 | 0.1 | 16
CC(C)Oc1ccc(C(=O)Nc2ccc(N(C)C)cc2)cc1 | 1.3 | -3
CCn1c(SCC(=O)c2ccc(O)c(O)c2)nnc1-c1ccccc1OC | -0.6 | 17
O=C(CCO)c1ccc(O)cc1 | -0.1 | 7
NC(=O)c1oc2ccccc2c1NC(=O)CS(=O)(=O)c1ccccc1 | 1.0 | 24
CC(C)(C)C1c2[nH]c3ccccc3c2CCN1Cc1cccc(OCCO)c1 (stereo not drawn) | 1.1 | 13
CCN(CC)c1nc2c(c(=O)[nH]c(=O)n2C)n1CCOc1ccccc1 | 0.3 | 11
CCn1cc(CN2CCC(n3nccc3NC(=O)Cc3ccccc3)CC2)cn1 | -1.1 | 13
COc1ccc(C(CCN(Cc2ccc(OC)c(OC)c2)C(=O)CCl)c2ccccc2)cc1 (stereo not drawn) | -0.4 | 14
O=C(CSCc1c(F)cccc1Cl)NNC(=S)NC1CCCCC1 | 0.9 | 18
COc1ccccc1CNc1n[nH]c(NCc2ccccc2OC)n1 | -1.2 | 16
Cc1ccc(-c2nc(NCC3CCCO3)sc2C)cc1 (stereo not drawn) | -0.9 | 22
COC(=O)c1ccc(N2CCc3ccccc32)c([N+](=O)[O-])c1 | 0.2 | 27
O=C(CC1C(=O)NCCN1CC1CCCCC1)NC1(c2ccccc2)CC1 (stereo not drawn) | -3.2 | 11
COC(=O)c1nc(N)sc1-c1ccc(Cl)cc1 | -0.4 | 36
CCc1ccc(N2CC(C(=O)OCC(=O)NC3CC3)CC2=O)cc1 (stereo not drawn) | 1.0 | 4
Cc1cccc(C)c1OCC(=O)OC/C(O)=C(\C#N)c1nc2ccccc2[nH]1 | . | 9

Gathered by group, those above containing bromine
SMILES | STK33 inh | OX1R antag
Cc1cc(NC(=O)c2ccc(Br)c(S(=O)(=O)N3CCCC3)c2)no1 | 0.7 | 17
COc1cc(Br)cc(CN2CCN(C=O)CC2)c1O | -3.2 | 10
CC(=O)c1ccc(N/C=C/C(=O)c2ccc(Br)cc2)cc1 | -0.2 | 16

(list continues)
SMILES | STK33 inh | OX1R antag
O=S(=O)(c1ccc(Br)c2nsnc12)N1CCOCC1 | -1.8 | 40*
O=C(NC1CC1)c1scc2c1OCCO2 | 2.0 | 1
CCN(CC)CCCN1C(=O)C(=O)/C(=C(/O)c2ccc(Cl)cc2)C1c1ccccn1 (stereo not drawn) | -1.3 | 33
Cn1nnc(NC(=S)NC(=O)c2cccc3c(Br)cccc23)n1 | 0.1 | -2
C[C@H]1[C@H](c2ccccc2)C[C@@H](C(=O)O)C1(C)C | 0.3 | 4
CCCCn1c(-c2cccnc2)n[nH]c1=S | -1.6 | 4
O=C(NC(=S)NCc1ccc(F)cc1)c1ccccc1 | . | 14
COc1ccc(Nc2nc(NCC3CCCO3)nc(N)c2[N+](=O)[O-])cc1 (stereo not drawn) | 0.3 | 16
Cc1onc(-c2ccccc2)c1C(=O)n1nnc2ccccc21 | 0.4 | 17
Cc1ccc(-n2[nH]c(C)c(C=Nc3ccc(S(=O)(=O)Nc4nccs4)cc3)c2=O)cc1C | -0.5 | 10
CCOc1ccc(N=C2SCCCN2C(=O)c2c(CC)noc2C)cc1 | -3.1 | 19
CCOc1ccc(Cn2nnc(-c3ccc(S(C)(=O)=O)cc3)n2)cc1OCC | -1.4 | 1
O=C(COC(=O)c1ccc(Br)o1)NCC(=O)Nc1ccc(F)cc1 | -1.6 | 0
CCOC(=O)C(C)Sc1nnc(CNC(=O)c2ccc(OC)cc2)n1C1CCCCC1 (stereo not drawn) | -0.8 | 4
CCc1cc2c(=O)c(-c3nc4ccccc4n3C)c(C)oc2cc1OC(C)=O | -2.3 | 20
CCCCNC(=S)N/N=C/c1ccccc1F | -0.8 | 15
COc1ccc(NC(=O)N2CCCc3ccccc32)cc1OC | -0.1 | 25
O=C(NCCN1CCOCC1)c1ccc(CS(=O)(=O)c2c(Cl)cccc2Cl)o1 | -1.9 | 4
Cc1ccc2[nH]c(C(F)(F)F)cc(=O)c2c1 | 2.4 | 3
CCOC(=O)C1(C(F)(F)F)N=C(C(F)(F)F)Nc2ccc(F)cc21 (stereo not drawn) | 5.1 | 25
Clc1ccc2nnc(Cl)n2n1 | -1.7 | 19
O=C(Cn1cnc2c(cnn2-c2ccccc2)c1=O)N1CCCc2ccccc21 | 1.7 | 29
Cc1ccc(/C=N/NS(=O)(=O)c2ccc([N+](=O)[O-])cc2)o1 | -1.9 | 28
Cc1ccc(C)c(OCc2cc(C(=O)N3CCN(c4cnccn4)CC3)no2)c1 | 0.9 | .
Cc1c(C2C(C#N)=C(N)N(c3cccc([N+](=O)[O-])c3)C3=C2C(=O)CCC3)cnn1C (stereo not drawn) | 0.6 | 17

Additional entries
SMILES | STK33 inh | OX1R antag
O=c1c2ccccc2nc2n1C(CSCc1ccc(Cl)cc1)CS2 (stereo not drawn) | 1.2 | 46
CC(=O)CCc1ccccc1 | -0.5 | 7
O=S(=O)(c1ccc2c(c1)nc(COc1ccc(Cl)cc1)n2CC1CCCO1)N1CCOCC1 (stereo not drawn) | -6.9 | 16
O=C(c1cccc(Oc2ccc([N+](=O)[O-])cc2Cl)c1)N1CCOCC1 | 1.5 | 47
Cc1ccsc1/C=N/Nc1ncnc2nc[nH]c12 | 9.0 | 16
Cc1cc2cc(CNC(=O)c3ccco3)ccc2n1C | 0.3 | 6
O=C(O)CNS(=O)(=O)c1ccc(F)cc1 | -0.3 | 11
C=CCN1C=C2C(=O)C(C)(OC(=O)c3ccc(OC)cc3)C(=O)C(c3ccco3)=C2C=C1CCCC (stereo not drawn) | 3.3 | 14
NC(=O)c1c(NC(=O)c2ccc(N3C(=O)CCC3=O)cc2)sc2c1CCCC2 | 5.8 | 8
COc1ccc(-c2csc(N(CCCN(C)C)C(=O)c3cc(OC)c(OC)c(OC)c3)n2)cc1 | 0.8 | 7
CC(C)C[C@H](NC(=O)c1nc[nH]c1C(=O)NCc1ccccc1)C(=O)OCc1ccccc1 | -0.5 | 15
COc1ccc(NCC(=O)Nc2ccc(Br)cc2F)c(OC)c1 | -0.9 | 12
O=C1C(C=NCc2ccccn2)=C(O)c2ccccc21 | -0.2 | 14
